MT1-MMP txn act: activates MT1-MMP transcription. actives 0.16% (n = 86,000). activation factor at 10 µM. HT1080 MT1-MMP promoter luciferase reporter, luminescence, overnight; active compounds read high. AID 750;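 active means activation factor of at least 2 for MT1-MMP transcription at 10 µM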
CYP2C9 inhib: blocks human cytochrome P450 2C9. actives 20% (n = 96,000). AID 777. CYP2C9 Supersomes, luciferin-H conversion, luminescence. inhibition, % at 5 µM. P11712;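 active means blocking of liver enzyme CYP2C9 beyond about 50% at 5 µM, limit read from the data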; further: values of inactives mirror those of a sister screen read the other way
CYP2C19 inhib: blocks human cytochrome P450 2C19; CYP2C19 Supersomes, luciferin-H EGE luminescence, 30 min; inhibition, % at 5 µM; AID 778; actives 21% (n = 96,000);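 active means CYP2C19 inhibition above a set limit at 5 µM in the primary screen, cut at about 50% in these data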;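 further: plate controls were negative control wells for no effect and 2.5 mM tranylcypromine positive control for full effect; values of inactives mirror those of a sister screen read the other way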
Target sequence (P33261 whole entry, looked up): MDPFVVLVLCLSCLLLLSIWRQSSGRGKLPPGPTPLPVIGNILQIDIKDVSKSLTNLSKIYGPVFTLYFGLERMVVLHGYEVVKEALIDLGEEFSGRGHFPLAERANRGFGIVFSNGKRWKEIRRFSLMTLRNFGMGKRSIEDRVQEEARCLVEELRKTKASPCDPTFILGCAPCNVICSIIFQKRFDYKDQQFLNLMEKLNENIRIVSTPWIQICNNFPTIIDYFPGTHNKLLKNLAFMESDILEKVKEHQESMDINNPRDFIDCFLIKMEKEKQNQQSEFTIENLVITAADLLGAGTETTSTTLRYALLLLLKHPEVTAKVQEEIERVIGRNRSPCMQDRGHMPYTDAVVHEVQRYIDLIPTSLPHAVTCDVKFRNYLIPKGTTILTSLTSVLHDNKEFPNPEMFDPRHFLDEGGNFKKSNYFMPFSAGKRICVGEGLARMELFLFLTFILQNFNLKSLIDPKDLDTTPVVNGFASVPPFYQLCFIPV
CYP2C19 act: cytochrome P450 2C19 (human) activation | P33261 | recombinant CYP2C19, luciferin-H EGE luminescence; active compounds read high; 0 = fully inhibited enzyme, 1 = untreated enzyme | activation factor at 5 µM | 96,000 tested, under 10 active | AID 1025;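 active means activation factor of at least 2 at 5 µM in the primary screen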;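 further: 0 = wells with 2.5 mM tranylcypromine and 1 = vehicle-only wells; values of inactives mirror those of a sister screen read the other way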
PTK2B oligo ant: Pyk2 (human) oligomerization antagonism. Q14289. Q293 cells, Pyk2 FERM NanoBiT luminescence; active compounds read low. z-score (the deposit names both 25 µM and 10 µM). actives 0.83% (n = 99,000);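 active means Z-score of -3 or lower, scaled per plate to the spread of control and sample wells; inactive means z-score above -3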;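 further: negative z-score means lost luminescence so less FERM oligomerization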
Mac1 fbg enh: enhancers of human CD11b/CD18 binding to fibrinogen | K562 CD11b/CD18 adhesion to fibrinogen, ATPlite luminescence | activation, % at 10 µM | actives 0.07% (n = 93,000);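 active means 10 µM primary screen giving 50% or more activity, confirmed by 40% or more on retest at that dose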; further: strong numbers were not always called active; reference of the scale not given here
CYP2C9 act: increases human cytochrome P450 2C9 activity | P11712 | recombinant CYP2C9, luciferin-H conversion, luminescence; active compounds read high; factor 1 = untreated enzyme, 0 = blocked | activation factor at 5 µM | actives 1.4% (n = 96,000) | AID 1024;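 active means activation factor of 2 or more for CYP2C9 at a 5 µM dose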;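 further: 0 = sulfaphenazole-blocked wells and 1 = vehicle-only wells; values of inactives mirror those of a sister screen read the other way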
PLAP act: activators of human placental alkaline phosphatase; purified PLAP enzyme, luminescent substrate read-out; active compounds read high; actives 1.2% (n = 96,000); activation fold at 20 µM; P05187; in the data active means activation fold above about 2
Target sequence (P05187 whole entry, looked up): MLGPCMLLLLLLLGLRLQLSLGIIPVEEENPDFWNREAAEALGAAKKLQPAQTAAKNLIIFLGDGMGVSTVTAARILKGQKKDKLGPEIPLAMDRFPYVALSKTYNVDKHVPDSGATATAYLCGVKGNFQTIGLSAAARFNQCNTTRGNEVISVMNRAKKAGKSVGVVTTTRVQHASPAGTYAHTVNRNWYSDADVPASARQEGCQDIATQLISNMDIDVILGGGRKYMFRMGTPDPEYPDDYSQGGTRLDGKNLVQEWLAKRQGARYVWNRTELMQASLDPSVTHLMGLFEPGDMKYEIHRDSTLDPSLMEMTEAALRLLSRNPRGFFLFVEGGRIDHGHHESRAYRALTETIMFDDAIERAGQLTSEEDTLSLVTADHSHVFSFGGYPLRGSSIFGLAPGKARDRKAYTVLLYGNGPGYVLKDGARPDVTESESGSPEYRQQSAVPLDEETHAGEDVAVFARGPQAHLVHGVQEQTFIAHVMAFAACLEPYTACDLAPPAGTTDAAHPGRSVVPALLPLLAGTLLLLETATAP
CD11b adhes inh: CD11b/CD18-fibrinogen binding inhibition; P05107+P11215; K562 CD11b/CD18 adhesion to fibrinogen, ATPlite luminescence; Mn2+ added to activate the integrin; inhibition, % at 10 µM; actives 0.54% (n = 93,000); AID 1497;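 active means primary inhibition of 50% or more at 10 µM, then 40% or more on retest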; further: some results filed as inactive read as strong as hits
Numbers without * were called inactive; . = no result given.

SMILES | MT1-MMP txn act | CYP2C9 inhib | CYP2C19 inhib | CYP2C19 act | PTK2B oligo ant | Mac1 fbg enh | CYP2C9 act | PLAP act | CD11b adhes inh
CCCC(c1nnnn1C1CCCCC1)N1CCN(c2ncccn2)CC1 (centres undefined) | 1 | 81* | 36 | 0.6 | 0.31 | 5 | 0.2 | 1.5 | 1
CN(c1cccc(NC(=O)Nc2ccc(Cl)cc2)c1)S(C)(=O)=O | . | 31 | 28 | 0.7 | -1 | . | 0.7 | 0.9 | .
Cc1ccc(C)c(NC(=O)CN(C)S(=O)(=O)c2ccc(F)cc2)c1 | 1.1 | -85 | 16 | 0.8 | 1.8 | 11 | 1.8 | 1.1 | -14
COc1nc(N(C#N)CC(N)=O)nc(N2CCCC2)n1 | 1.1 | -2 | -4 | 1 | 0.36 | -1 | 1 | 1 | -5
CC(Oc1ccc(Cl)cc1)c1ccnn1S(=O)(=O)c1ccccc1 (centres undefined) | . | 38 | 82* | 0.2 | -0.1 | 7 | 0.6 | 0.9 | -4
Clc1ccc(OCc2nnc(-c3ccccc3Br)o2)cc1 | 1.2 | 14 | 96* | 0 | 1.1 | -1 | 0.9 | 0.9 | -17
Cc1nc(SCC(=O)c2c(C)[nH]c3ccccc23)c2c(=O)n(C)c(=O)n(CC(C)C)c2n1 | 0.9 | 23 | 8 | 0.9 | . | 24 | 0.8 | 1 | -18
Cc1oc2c(CN3CCCC3)c(O)ccc2c(=O)c1-c1ccc(Cl)cc1 | 1.2 | 7 | 4 | 1 | -0.29 | -4 | 0.9 | 1.2 | -6
CC1CN(C(=O)CSc2nnc(-c3ccncc3)n2-c2ccccc2)CC(C)O1 (centres undefined) | 1.1 | 24 | 76* | 0.2 | -0.11 | -1 | 0.8 | 1.7 | -19
Cc1cc(C(=O)CSc2nc(N)cc(=O)[nH]2)c(C)n1CCc1ccc(Cl)cc1 | . | 11 | 37 | 0.6 | -1.3 | 0 | 0.9 | 1 | -7
Cc1c(NC(=O)c2ccc3c(c2)OCO3)cccc1-c1nc2ccccc2o1 | 1.1 | 69* | 50 | 0.5 | -0.51 | 4 | 0.3 | 1 | 29
Cc1cc(Cl)cc(Br)c1OCCCN1C(=O)NC(C)(C)C1=O | 1.1 | 39 | 90* | 0.1 | -1.1 | 0 | 0.6 | 1.4 | 17
O=C1C2C(c3ccccc3)C=CC(c3ccccc3)C2C(=O)N1CCO (centres undefined) | 1.2 | 74* | 99* | 0 | 0.21 | -4 | 0.3 | 0.9 | 2
CC(=O)N1c2c(cc(Br)cc2S(=O)(=O)NCc2cccnc2)CC1C (centres undefined) | 1.1 | -12 | 6 | 0.9 | 0.21 | -3 | 1.1 | 1 | -1
COc1cccc(-c2noc(C3CCCN(S(=O)(=O)c4cccc(Cl)c4C)C3)n2)c1 (centres undefined) | 0.9 | 51* | 40 | 0.6 | -0.7 | 1 | 0.5 | 1.3 | 10
CCOC(=O)CNC(=O)c1ccc2c(c1)OCCO2 | 1.3 | -4 | 4 | 1 | -0.49 | -5 | 1 | 1 | 13
COc1ccc(-c2nnc3sc(COc4ccccc4)nn23)cc1 | 1.1 | 26 | 36 | 0.6 | -0.76 | -5 | 0.7 | 0.7 | -6
O=C(/C=C/Nc1ccc(OC(F)(F)F)cc1)C(F)(F)F | . | -5 | -3 | 1 | 0.59 | . | 1 | 0.9 | .
COc1ccc(S(=O)(=O)NCc2ccccn2)c(Cl)c1Cl | 1.1 | -103 | 88* | 0.1 | -0.13 | . | 2* | 2.1* | .
Cc1nonc1NC(=O)CSc1nc2cc(Cl)ccc2c2c1CCCC2 | 1.1 | -17 | -20 | 1.2 | 0.48 | 26 | 1.2 | 1 | 6
CCN1CCN(CC(=O)Nc2ccc(Cl)c(Cl)c2)C(=O)C1=O | 1 | 11 | -7 | 1.1 | . | 0 | 0.9 | 0.8 | 3
COc1cccc(C(=O)N2CCN(Cc3ccc4c(c3)OCO4)CC2)c1OC | 1.1 | -20 | 9 | 0.9 | 0.46 | -6 | 1.2 | 1.3 | -9
CC(=O)N=C1SC2CS(=O)(=O)CC2N1c1cccc(Cl)c1Cl (centres undefined) | 1.1 | 66* | 11 | 0.9 | -0.22 | 2 | 0.3 | 1 | 0
Cc1nnc(NC(=O)c2ccccc2Br)s1 | 1.3 | 55* | 5 | 0.9 | -0.85 | -1 | 0.4 | 1 | -4
Cc1ccc(-n2c(Cn3nc(C(F)(F)F)cc3C)n[nH]c2=S)cc1 | . | -10 | 8 | 0.9 | 1.6 | -1 | 1.1 | 0.8 | -2
CCCc1n[nH]c2c1C(=O)CC(C)(C)C2 | 1.1 | -7 | 1 | 1 | 0.78 | -5 | 1.1 | 0.9 | 0
Cc1ccccc1NC(=O)Cn1nc(C(F)(F)F)cc1C1CC1 | . | -8 | 72* | 0.3 | 0.08 | -4 | 1.1 | 1.2 | 8
CCOc1ccc(Br)cc1/C(C)=N\NC1=NCCN1 | 1.2 | 11 | 20 | 0.8 | 0.93 | -6 | 0.9 | 1 | 84*
CCOc1cc2c(C#N)c(N3CCNCC3)nc(N)c2c(N)n1 | . | 49 | 23 | 0.8 | 0.78 | 3 | 0.5 | 0.9 | 11
COC(=O)CSc1nnc(-c2cccnc2)o1 | 1.3 | -13 | 7 | 0.9 | 0.8 | -7 | 1.1 | 0.8 | 0

For reference, some entries already given:
SMILES | MT1-MMP txn act | CYP2C9 inhib | CYP2C19 inhib | CYP2C19 act | PTK2B oligo ant | Mac1 fbg enh | CYP2C9 act | PLAP act | CD11b adhes inh
Cc1ccc(-n2c(Cn3nc(C(F)(F)F)cc3C)n[nH]c2=S)cc1 | . | -10 | 8 | 0.9 | 1.6 | -1 | 1.1 | 0.8 | -2
CCCc1n[nH]c2c1C(=O)CC(C)(C)C2 | 1.1 | -7 | 1 | 1 | 0.78 | -5 | 1.1 | 0.9 | 0
Cc1ccccc1NC(=O)Cn1nc(C(F)(F)F)cc1C1CC1 | . | -8 | 72* | 0.3 | 0.08 | -4 | 1.1 | 1.2 | 8
CCOc1ccc(Br)cc1/C(C)=N\NC1=NCCN1 | 1.2 | 11 | 20 | 0.8 | 0.93 | -6 | 0.9 | 1 | 84*
CCOc1cc2c(C#N)c(N3CCNCC3)nc(N)c2c(N)n1 | . | 49 | 23 | 0.8 | 0.78 | 3 | 0.5 | 0.9 | 11
COC(=O)CSc1nnc(-c2cccnc2)o1 | 1.3 | -13 | 7 | 0.9 | 0.8 | -7 | 1.1 | 0.8 | 0

Further compounds
SMILES | MT1-MMP txn act | CYP2C9 inhib | CYP2C19 inhib | CYP2C19 act | PTK2B oligo ant | Mac1 fbg enh | CYP2C9 act | PLAP act | CD11b adhes inh
COc1cccc(-c2noc(CCC(=O)NC3CCCCC3)n2)c1 | 1.1 | -54 | 8 | 0.9 | 0.03 | 0 | 1.5 | 1 | -4
COc1ccc2c(c1)OC13CCCCC1C2C(C(=O)c1ccccc1)C(=O)N3 (centres undefined) | . | 15 | 16 | 0.8 | . | 8 | 0.8 | 0.7 | -1
Cc1cc(C)cc(N(CC(=O)N2CCN(Cc3ccccc3)CC2)S(=O)(=O)c2c(C)noc2C)c1 | 1.1 | -4 | -10 | 1.1 | . | -2 | 1 | 1.2 | -10
COc1ccc(OC)c(NC(=O)Cn2cc(C(=O)c3ccco3)c3ccccc32)c1 | 1.1 | 98* | 96* | 0 | -2.7 | 19 | 0 | 1 | 1
Cc1ccc(C(c2sc3nc(C)nn3c2O)N2CC(C)OC(C)C2)cc1 (centres undefined) | 1.1 | -13 | 42 | 0.6 | -1.2 | 0 | 1.1 | 1.5 | -2
O=C(Nc1c(F)c(F)c(F)c(F)c1F)NC1CCCCC1 | 1.3 | -3 | 34 | 0.7 | 1.2 | -6 | 1 | 0.9 | -6
COc1cccc(C2c3c(oc4ccc(F)cc4c3=O)C(=O)N2CCN2CCOCC2)c1OC (centres undefined) | . | 10 | 0 | 1 | . | 1 | 0.9 | 1.4 | -9
CCc1nnc(NC(=O)c2cccc(NC(=O)C(C)C)c2)s1 | 1.5 | 15 | -4 | 1 | -1.1 | . | 0.9 | 1 | .
COc1ccc(NC(=O)C2c3cc(OC)c(OC)cc3C(=O)N(C)C2c2cccnc2)cc1OC (centres undefined) | 1 | 21 | 20 | 0.8 | -0.37 | -4 | 0.8 | 1.1 | -16
CC(=O)NC1CC2CCCC(C1)N2CC(=O)Nc1ccccc1 (centres undefined) | 1 | 51* | 12 | 0.9 | 0.8 | . | 0.5 | 1.1 | .
CCN(CC)S(=O)(=O)c1cccc(C(=O)N[C@H](C(=O)NCc2ccc(Cl)cc2)C(C)C)c1 | . | 97* | 29 | 0.7 | 0.06 | 2 | 0 | 1.8 | 2
O=C(Nc1ccc2c(c1)OCCO2)c1ccc(S(=O)(=O)N2CCCCC2)cc1 | 1.6 | 70* | 29 | 0.7 | -0.98 | 2 | 0.3 | 1.1 | 8
COc1ccccc1C(=O)NC(=S)N1CCCc2ccccc21 | . | -55 | 49 | 0.5 | -0.24 | . | 1.6 | 1 | .
Cc1ccc(CNc2ncccc2-c2nc3cc(Cl)ccc3o2)cc1 | . | 40 | 18 | 0.8 | 0.44 | -4 | 0.6 | 1 | 1
O=C(Cc1cccs1)Nc1ccc(S(=O)(=O)N2CCCCC2)cc1 | 1.2 | 18 | -11 | 1.1 | -1.1 | 1 | 0.8 | 1 | 8
COC(=O)c1nn(-c2ccccc2)c(Sc2ccccc2)c1/C=N/O | . | 42 | 41 | 0.6 | -1.8 | 1 | 0.6 | 1 | 22
COC(=O)C1=C(N)Oc2cc(C)n(Cc3ccco3)c(=O)c2C1c1cccc(Cl)c1 (centres undefined) | 1 | 56* | 34 | 0.7 | -2.9 | 0 | 0.4 | 1 | 27
O=C(Cn1ccc2ccccc2c1=O)NCC1COc2ccccc2O1 (centres undefined) | . | -21 | 8 | 0.9 | 1.4 | -6 | 1.2 | 1 | -5
CC(C)(C)OC(=O)N1CCC(c2c(C(=O)O)cnn2-c2ccc(Cl)cc2)CC1 | 1.3 | 25 | 12 | 0.9 | 0.74 | 1 | 0.8 | 1.3 | 6
Cc1[nH]nc2c1C(c1ccc(Cl)cc1)C(C#N)=C(N)O2 (centres undefined) | 1.1 | 43 | 53* | 0.5 | -0.21 | 0 | 0.6 | 1.1 | -8
Cc1cc([N+](=O)[O-])c(N2CCC[C@@H]2C(=O)O)c([N+](=O)[O-])c1 | . | 5 | -5 | 1.1 | 0.9 | -1 | 0.9 | 0.8 | -8
O=C(NCC(c1cccs1)N1CCOCC1)c1cc2ccccc2o1 (centres undefined) | . | 74* | 75* | 0.3 | 0.01 | 3 | 0.3 | 1.7 | 6
O=C(NCCCN1CCN(c2cccc(Cl)c2)CC1)c1ccc(N2CCCC2=O)cc1 | 1 | 66* | 49 | 0.5 | 0.7 | 2 | 0.3 | 1.5 | -15
COc1ccc(NC(=O)/C=C/c2cc(Br)ccc2OC)cc1 | . | -72 | 20 | 0.8 | -2 | 1 | 1.7 | 1.1 | 9
CS(=O)(=O)NCCC1=CCCCC1 | 1.1 | 1 | 6 | 0.9 | 0.04 | -3 | 1 | 1.1 | 3
Nc1nc(C(=O)N2CCOCC2)nn1S(=O)(=O)c1ccc(Cl)cc1 | 1.1 | -10 | -11 | 1.1 | 0.35 | 3 | 1.1 | 0.9 | -37
COc1ccc(N2C(=O)CSC2c2cccc(F)c2)c(OC)c1 (centres undefined) | 1.1 | -4 | 34 | 0.7 | -0.08 | -1 | 1 | 1 | 41
CCn1c(SCC(=O)OCc2ccccc2)nnc1-c1ccco1 | 1 | 7 | 12 | 0.9 | 1.3 | 0 | 0.9 | 1 | -7

Screens as filed in PubChem BioAssay.
